# Assay outcomes deposited in PubChem BioAssay by National Center for Advancing Translational Sciences (NCATS).
# PI4K2A block: blocks human PI4K2A kinase activity; Q9BTU6; purified PI4K2A, ADP-Glo luminescence, 1 h; stronger effect = lower value; activity change, negative = inhibition, % at 76.9 µM; actives 0.13% (n = 420,000); AID 1346378; in the data active means activity change below about -50%;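 further: -100% = wells without enzyme as full effect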
#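 In this quantitative HTS, ADP production by PI4K2A was quantified luminescently after 1 h at ambient temperature; 100 microM adenosine served as plate-quality control.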
# GLS inh: glutaminase GLS (human) inhibition; Potency, µM (top dose mostly 45.5 µM), for the others: top-dose activity change, negative = inhibition, most hits filed as inhibitors; actives 0.21% (n = 410,000); AID 624170; GLS enzymatic activity, qHTS titration; active means well fitted inhibition curve with a large enough effect; further: potency means the concentration at half of the fitted maximal effect
# Target sequence (O94925 whole entry, looked up): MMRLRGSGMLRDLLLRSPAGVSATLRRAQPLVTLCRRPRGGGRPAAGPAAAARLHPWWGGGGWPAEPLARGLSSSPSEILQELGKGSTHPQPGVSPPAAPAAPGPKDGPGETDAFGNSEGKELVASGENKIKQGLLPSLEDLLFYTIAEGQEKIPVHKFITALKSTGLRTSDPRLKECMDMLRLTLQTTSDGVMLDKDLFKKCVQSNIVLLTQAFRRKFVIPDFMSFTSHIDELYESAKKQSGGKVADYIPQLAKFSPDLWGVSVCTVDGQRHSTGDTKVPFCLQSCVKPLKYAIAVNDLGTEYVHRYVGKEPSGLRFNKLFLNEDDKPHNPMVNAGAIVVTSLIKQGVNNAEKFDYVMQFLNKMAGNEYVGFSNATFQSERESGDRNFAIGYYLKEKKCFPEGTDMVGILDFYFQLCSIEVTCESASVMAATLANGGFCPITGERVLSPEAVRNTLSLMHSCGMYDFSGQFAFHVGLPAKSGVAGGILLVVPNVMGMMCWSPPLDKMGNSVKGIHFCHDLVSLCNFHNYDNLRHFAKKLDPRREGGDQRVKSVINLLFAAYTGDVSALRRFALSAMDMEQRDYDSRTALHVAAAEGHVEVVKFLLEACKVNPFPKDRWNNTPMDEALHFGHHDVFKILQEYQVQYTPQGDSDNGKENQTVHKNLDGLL
#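 Two-point fluorescence kinetic (t0, 30 min RT) for hKGA; glutamate detected via glutamate oxidase–HRP–Amplex Red. Substrate: 1 mM L-glutamine solution; buffer 45 mM KH2PO4, pH 8.2.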
# Numbers without * were called inactive. Unless noted, on the % scale 0 is the no-effect control and ±100 the full control effect. Only part of the results is shown, so the mix of outcomes need not match the whole.
Molecule	GLS inh	PI4K2A block
CCOC1=C2[C@H](c3ccccc3)N(S(=O)(=O)c3ccc(C)cc3)C(C(C)(C)C)[C@H]2n2c(=O)n(-c3ccccc3)c(=O)n2C1 (stereo partly drawn)	4%	-1
CC(C)N1CCC1(C)C(=O)Nc1ccc(-n2cccc2)cc1 (stereo not drawn)	1%	3
CC(=O)Nc1cccc(-c2cc(NC=O)c3ncc(-c4ccc(C(C)=O)cc4)n3c2)c1	0%	-4
CN1CCN(C2CN(Cc3ccc(F)cc3)S(=O)(=O)C2)CC1 (stereo not drawn)	-10%	-2
NC(Cc1ccc(C(F)(F)F)cc1)c1csc(NC(=O)Nc2ccccc2Oc2ccccc2)n1 (stereo not drawn)	5%	0
CN(Cc1ccc2c(c1)CCCN2C)C(=O)[C@H]1O[C@@H](n2ccc(=O)[nH]c2=O)[C@H](O)[C@@H]1O	6%	-1
C[C@@H]1CCCCO[C@@H](CN(C)Cc2ccc(Cl)c(Cl)c2)[C@@H](C)CN([C@H](C)CO)C(=O)c2cc(NC(=O)Nc3ccccc3)ccc2O1	5%	-5
CC1(C(=O)NS(=O)(=O)c2ccc(Cl)s2)CCN1C(=O)C1(c2ccc(Cl)cc2)CC1 (stereo not drawn)	10%	-1
O=C(NCCN1CCC(n2c(=O)[nH]c3ccccc32)CC1)C(c1ccccc1)c1ccccc1	-11%	2
O=C(Nc1c(-c2ccc3c(c2)OCO3)[nH][nH]c1=O)c1cnccn1	14%	-15
CCCS(=O)(=O)NC(=O)C1(C)CCN(C(=O)c2cccs2)C1 (stereo not drawn)	8%	-3
CN1CCC(N2CCN(C3CN(Cc4cn(Cc5cccc(C(F)(F)F)c5)nn4)S(=O)(=O)C3)CC2)CC1 (stereo not drawn)	-10%	-12
COC(=O)[C@]1(Sc2ccc(OC)cc2)CC(=O)N[C@@H]1c1ccccc1	-2%	0
c1ccc(-c2cc3nc(NCc4cccs4)nc(NCc4ccc5occc5c4)c3s2)cc1	1%	-4
CC(=O)NC(c1cccc(F)c1)c1nc(-c2ccc(N(C)C)cc2)cs1 (stereo not drawn)	10%	0
CC(C)(C)OC(=O)N1CCC(NC(=O)c2[nH]c(C(F)(F)F)nc2-c2ccccc2)CC1	-11%	6
c1ccc2[nH]c(CCCCCc3nc4ccccc4[nH]3)nc2c1	6%	-2
O=C1NC[C@@H](CCCCN2C[C@H](Cc3ccc(O)cc3)N(CCc3ccccc3)C(=O)C2=O)N(CCC2CCCCC2)C1=O	16%	0
NC(c1ccccc1)c1csc(Nc2cc(Oc3ccccc3)ncn2)n1 (stereo not drawn)	15%	-5
COc1ccc(Cc2c(-c3cccc(Cl)c3)nc3c(C)cc(Br)cn23)c(C)c1	5%	-3
COc1cccc(C=C2Cc3ccccc3C2=O)c1	9%	-4
COc1cc(OC)cc(C2=Cc3ccccc3C(CC(C)=O)N2c2ccc(C#CC3(O)CCCCC3)cc2)c1 (stereo not drawn)	4%	-7
COc1ccc(-c2cc(NC=O)c3ncc(-c4cccc(C(F)(F)F)c4)n3c2)c(OC)c1	-3%	-3
CC(C)Oc1cc(F)ccc1-c1cc(C(=O)Nc2cccc(C(F)(F)F)c2)[nH]n1	-2%	3
CCCc1ccc(C(O)c2ncc(-c3cccc(OC)c3)[nH]2)cc1 (stereo not drawn)	-2%	1
OC(c1ccc(F)c(F)c1)c1nc(-c2ccc3ccccc3c2)cs1 (stereo not drawn)	6%	-1
CCOC(=O)[C@]12CCCC=C1N(Cc1ccco1)C(=O)[C@H](CC(=O)NCCc1ccccc1OC)C2	2%	1
COc1cccc(-c2cnc(C(O)c3ccc(C)cc3C)[nH]2)c1 (stereo not drawn)	-1%	2
COc1ccc(S(=O)(=O)NNS(=O)(=O)c2ccc(OC)c(OC)c2)cc1OC	9%	-2
Cc1cc(Br)cn2c(Cc3cccc(Cl)c3)c(-c3ccco3)nc12	1%	-11
CC(C)C[C@@H]1COc2cc(N3CCC[C@H]3CO)ccc2S(=O)(=O)N1	3%	3
c1cc(N2CCOCC2)ccc1-c1ccc2nncn2c1	26%	-4
COc1cccc(-c2cnc3c(NC=O)cc(-c4ccccc4Oc4ccccc4)cn23)c1	4%	-2
COc1ccc(C(C)(O)c2nc(-c3ccc(Cl)cc3)cs2)cc1 (stereo not drawn)	4%	0
CCCCCCCCN1C(=O)[C@H](CC(=O)NCCCN2CCCC2=O)C[C@@]2(C(=O)OCC)CCCC=C12	1%	1
O=C(NCc1ccccc1)C1Cc2c(-c3ccc4c(c3)OCO4)ccnc2O1 (stereo not drawn)	0%	-2
COc1ccc(CN2C(=O)c3ccccc3C2c2nnnn2-c2ccc3c(c2)OCCO3)cc1 (stereo not drawn)	-1%	-2
CC(=O)Nc1ccc(CN(C)c2c(C)nc3ccc(C(=O)Nc4ccc(Cl)c(Cl)c4)cn23)cc1	23%	-2
CC(C)c1cc(Cn2c3ccccc3c(=O)n2C(C)CBr)on1 (stereo not drawn)	0%	-5
CCOC(=O)C1(C)CCN1C(=O)c1ccccc1OC (stereo not drawn)	2%	1
O=C(Nc1nnc([C@H]2C[C@H](O)[C@@H](CO)O2)s1)Nc1cccc2c1CCCC2	8%	-3
COC(=O)c1cc(=O)nc(NN=C2c3ccccc3-c3ccccc32)s1	-6%	-3
CCCCc1c(-c2ccccc2F)ncn1CCc1ccccc1OC	8%	6
COc1ccccc1-c1cc(NC=O)c2ncc(-c3cccc(C(C)=O)c3)n2c1	16%	-3
CC(C)=CCn1c2ccc(NC(=S)NC3CC3)cc2c(=O)n1C	30%	-6
CCCCC[C@H]1CCCCC[C@H](O)C[C@H](O)[C@@H](O)/C=C/C(=O)O1	-14%	6
O=C(NCc1ccccc1)c1cc(C2COCCN2S(=O)(=O)c2ccccc2)on1 (stereo not drawn)	7%	-1
CC1(C(=O)NS(=O)(=O)c2cccc(C#N)c2)CCN1C(=O)c1ccc(C2CCCCC2)cc1 (stereo not drawn)	4%	-7
CSc1ccc(CN2CCC2(C)C(=O)Nc2cccc(Oc3ccccc3)c2)cc1 (stereo not drawn)	3%	-1
CS(=O)(=O)Nc1ccccc1-c1ccc2nccn2c1	15%	5
CN(C)c1ccc(-c2csc(C(C)(O)c3ccccc3)n2)cc1 (stereo not drawn)	4%	-1
CCOC(=O)C1=CC[C@@H](c2ccccc2)N(S(=O)(=O)c2ccc(C)cc2)[C@H]1C#N	0%	3
CCOC(=O)C1(C)CCCCCN1C(=O)c1ccc(SC(F)(F)F)cc1 (stereo not drawn)	2%	-1
CC1(C(=O)NS(=O)(=O)c2ccc(C#N)cc2)CCN1C(=O)C1(c2ccc(Cl)cc2)CC1 (stereo not drawn)	0%	3
CCCS(=O)(=O)NC(=O)C1(C)CCCN(C(=O)c2ccccc2C(F)(F)F)C1 (stereo not drawn)	1%	5
CCOC(=O)[C@]12CCC=C1N(Cc1ccc(Cl)cc1Cl)C(=O)[C@H](CC(=O)NCCc1ccccc1OC)C2	0%	3
CCCS(=O)(=O)NC(=O)C1(C)CCCN(C(=O)c2ccnc(Cl)c2)C1 (stereo not drawn)	-10%	2
COc1ccc(-c2csc(Nc3ccc(Oc4ccccc4)cc3)n2)cc1	2%	3
CC(=O)Nc1cccc(-c2ccnc3c2CC(C)(C(=O)NCc2ccc(F)c(F)c2)O3)c1 (stereo not drawn)	7%	-2
COc1ccc(CNC(=O)c2cn(Cc3ccccc3F)c(=O)s2)cc1	-1%	-3

# Additional compounds follow:
Molecule	GLS inh	PI4K2A block
COc1ccc(C(O)c2nc(-c3cccc(F)c3)cs2)cc1 (stereo not drawn)	10%	-3
COc1cc(CNC(=O)Nc2cccn3nc(COCCO)nc23)cc(OC)c1OC	5%	-1
CC(=O)Nc1cc(-c2ccc(C(=O)N3CCOCC3)cc2)cn2c(-c3ccccc3)cnc12	5%	-13
Cc1nc2ccc(C(=O)NCCCn3ccnc3)cn2c1N(C)C(=O)CCc1ccccc1	-3%	11
Cc1ccccc1S(=O)(=O)NC(=O)C1(C)CCN1C(=O)c1c(C)noc1C (stereo not drawn)	2%	2
Cc1cc(C)cc(CC(=O)N2CCC2(C)C(=O)NS(=O)(=O)c2ccc(Br)cc2)c1 (stereo not drawn)	-4%	3
CCCCC(=O)N(C)c1c(C)nc2ccc(C(=O)NCCOc3ccc(OC)cc3)cn12	-19%	4
c1ccc(CNn2nnc3ccccc32)cc1	12%	2
O=C(NCc1ccccc1F)Nc1nnc([C@@H]2C[C@H](O)[C@@H](CO)O2)s1	-1%	6
O=C1c2ccccc2C(c2nnnn2-c2ccc3c(c2)OCCO3)N1CCc1c[nH]c2ccccc12 (stereo not drawn)	0%	3
CCOC(=O)Cc1ccc(Nc2nc(NCc3ccccc3)nc3ccsc23)cc1	5%	-1
COc1ccc(CNC(=O)C2(C)Cc3c(-c4cccc(C(N)=O)c4)ccnc3O2)cc1OC (stereo not drawn)	-7%	3
C=CCNc1nc2cc(-c3cccc(NC(C)=O)c3)sc2c(=O)n1C	10%	0
COc1ccc(-c2noc(-c3csc([C@@H]4C[C@H](O)[C@@H](CO)O4)n3)n2)cc1OC	2%	-5
OC(c1cccc(Cl)c1)c1nc(-c2ccc(F)c(Cl)c2)cs1 (stereo not drawn)	4%	1
CCCS(=O)(=O)NC(=O)C1(C)CCN(C(=O)c2cc(OC)c(OC)c(OC)c2)C1 (stereo not drawn)	10%	-3
CC(C)c1ccc(CN2CCC(C)(Oc3ccc(Cl)cc3)C2)cc1 (stereo not drawn)	-1%	4
C[C@@H](c1ccccc1)N1C[C@H](COCc2ccccc2)Oc2cc(N3CC[C@H](O)C3)ccc2S1(=O)=O	-3%	7
O=C(NCc1ccccc1)c1cc(C2COCCN2C(=O)c2ccccc2)on1 (stereo not drawn)	-4%	1
CCOC(=O)N1CCN(C(=O)C[C@@H]2C[C@@]3(C(=O)OC)CCCCC=C3N(Cc3ccccc3)C2=O)CC1	-16%	3
CCc1nc2ccc(C(=O)N(C)Cc3ccccc3)cn2c1N(CC)CCN(C)C	6%	-1
COc1ccc(CCNC(=O)Nc2ccc3c(c2)c(=O)n(C)n3CC=C(C)C)cc1OC	4%	-2
CC(O)(c1ccc(F)c(F)c1)c1nc(-c2ccc3ccccc3c2)cs1 (stereo not drawn)	-17%	0
CC(=O)NC(c1cccc(F)c1)c1nc(-c2cnn(C)c2)cs1 (stereo not drawn)	-8%	4

# Compound profiles (already shown). Order of screens: GLS inh	PI4K2A block
# Record of CCc1nc2ccc(C(=O)N(C)Cc3ccccc3)cn2c1N(CC)CCN(C)C → 6%	-1
# Record of CC(C)c1ccc(CN2CCC(C)(Oc3ccc(Cl)cc3)C2)cc1 (stereo not drawn) → -1%	4

# Other entries follow:
Molecule	GLS inh	PI4K2A block
CCCCNC(=O)C1(C)CCN1C(=O)c1cc(F)ccc1C (stereo not drawn)	-1%	0
COCCNc1nc(Oc2ccc(NC(C)=O)cc2)c2sc(-c3ccccc3)cc2n1	1%	-3
Brc1ccc2nc(-c3ccccc3)c(Cc3ccccc3)n2c1	-6%	-2
CC(=O)Nc1cccc(-c2cc(NC(C)=O)c3ncc(-c4cccc(C(F)(F)F)c4)n3c2)c1	3%	-2
CCc1nc2ccc(C(=O)N3CCN(S(=O)(=O)CC)CC3)cn2c1N(C=O)CCC(C)C	-2%	-2
COc1ccc(-c2nc3ccc(Cl)cn3c2Cc2ccccc2C(F)(F)F)cc1OC	2%	-5
CN(C)CCNC(=O)c1cccc(-c2cnc3c(NC=O)cc(-c4ccc(C(=O)N5CCOCC5)cc4)cn23)c1	0%	-8
COCCNc1nc2cc(-c3ccc(C)cc3)sc2c(=O)n1C	1%	3
OC[C@@H]1CN(C2CCCC2)C[C@H](n2cnc3c(N4CCCC4)ncnc32)O1	-4%	-1
CCC(c1nnnn1-c1ccc2c(c1)OCCO2)N1CCN(C(=O)C2CCCO2)CC1 (stereo not drawn)	7%	3
COc1ccc(N2CCN(c3cc(C(=O)NC4CCCCC4)ncn3)CC2)cc1OC	5%	-8
O=C(CC[C@H]1O[C@@H](n2ccc(=O)[nH]c2=O)[C@H](O)[C@@H]1O)N1CCN(Cc2cccc3ccccc23)CC1	-6%	1
CC(C)C(=O)N1CCCC1(C)C(=O)Nc1ccccc1 (stereo not drawn)	8%	-1
CNc1cccc(-c2ccc(N3CCN(C)CC3)nc2)n1	19%	-17
OCCN1CCN(c2nccn3ccnc23)CC1	13%	2
CCOC(=O)C1=CC[C@@H](c2ccc(F)cc2)N(S(=O)(=O)c2ccc(C)cc2)[C@H]1c1ccccc1	8%	0
CCc1cnc(Nc2nc(C(N)Cc3ccc(F)cc3)cs2)nc1 (stereo not drawn)	10%	-4

# Arranged by value in PI4K2A block (ascending): some entries from above
SMILES | GLS inh | PI4K2A block
CNc1cccc(-c2ccc(N3CCN(C)CC3)nc2)n1 | 19% | -17
CCc1cnc(Nc2nc(C(N)Cc3ccc(F)cc3)cs2)nc1 (stereo not drawn) | 10% | -4
CCOC(=O)C1=CC[C@@H](c2ccc(F)cc2)N(S(=O)(=O)c2ccc(C)cc2)[C@H]1c1ccccc1 | 8% | 0
OCCN1CCN(c2nccn3ccnc23)CC1 | 13% | 2
